# BAZ2B inh = inhibitors of human BAZ2B bromodomain; AlphaScreen BAZ2B-H3K14Ac peptide displacement; AID 504333; hit rate 4.4% among 360,000; Q9UIF8; Potency, µM (top dose mostly 114 µM), inactives show at the highest dose activity change, negative = inhibition, actives largely listed as inhibitors; further: on the % scale 0 is the no-effect control and ±100 the full control effect; nearly all actives have a fitted effect of over 60% in size
#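 Compounds, titrated to a top concentration of 110 uM, were incubated 30 min at room temperature with preformed BAZ2B/acetyl-K14 H3 peptide complex (50 nM each). Proximity signal was measured by AlphaScreen after 20 min with beads.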
# Anesthetic bind = binds horse apoferritin like a general anesthetic; Potency, µM (doses to about 77.5 µM), inactives show at the highest dose activity change, negative = displacement, hits mostly inhibitors; hit rate 0.074% among 350,000; P02791; apoferritin/1-aminoanthracene competitive binding, fluorescence; further: on the % scale 0 is the no-effect control and ±100 the full control effect; nearly all actives have a fitted effect of over 20% in size
#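 Horse-spleen apoferritin (10 uM) was mixed with 50% saturated 1-aminoanthracene in PBS, exposed to compounds for 10 min at room temperature, and read for fluorescence (ex 380 nm, em 535 nm). Competitive displacement was fitted with a four-parameter Hill equation.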
# G9a block = inhibitors of human histone lysine methyltransferase G9a. Q96KQ7. G9a H3K9 monomethylation, AlphaScreen, 2 h. Potency, µM (doses to about 102 µM), for inactives: at the top dose activity, negative = inhibition, hits mostly inhibitors. hit rate 8.8% among 350,000; further: on the % scale 0 is the no-effect control and ±100 the full control effect; nearly all actives have a fitted effect of over 75% in size
#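 Signal arises when biotinylated H3K9 peptide, once monomethylated, bridges streptavidin donor and antibody-captured acceptor beads. Enzyme at 20 nM was preincubated 15 min with test compounds; peptide 500 nM and SAM 20 uM then reacted for 2 h.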
# Pol eta inh = DNA polymerase eta (human) inhibition | recombinant Pol eta, fluorescent DNA replication assay | Potency, µM (doses to about 114 µM), for inactives: at the highest dose activity change, negative = inhibition, actives largely listed as inhibitors | AID 588591 | hit rate 1.2% among 390,000; further: on the % scale 0 is the no-effect control and ±100 the full control effect
#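 Pol eta (10 nM) was preincubated with compounds for 15 min at room temperature, after which fluorescent replication substrate (50 nM final) was added to start the reaction. Fluorescence was read kinetically at 0 and 10 min.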
# POLK inh = inhibitors of human DNA polymerase kappa; Q9UBT6; purified Pol kappa, fluorescent DNA synthesis assay, 10 min; Potency, µM (titrated, usually from 107 µM), without a hit: at the top dose activity, negative = inhibition, hits mostly inhibitors; hit rate 0.53% among 400,000; AID 588579; further: on the % scale 0 is the no-effect control and ±100 the full control effect
#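 10 nM Pol kappa was preincubated with compounds for 15 min at room temperature. Reaction started with 50 nM (final) substrate. Fluorescence read kinetically at 0 and 10 min.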
# BLM helicase inh = inhibitors of human Bloom syndrome helicase BLM | P54132 | hit rate 0.2% among 350,000 | Potency, µM (doses to about 56.1 µM), without a hit: at the highest dose activity change, negative = inhibition, usual class: inhibitors | recombinant BLM DNA unwinding, fluorescence dequenching;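 further: plate controls were vehicle for no effect and no enzyme for full effect; nearly all actives have a fitted effect of over 35% in size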
# POLI inh = DNA polymerase iota (human) inhibition; Q9UNA4; Pol iota fluorescent replication assay, 10 min; Potency, µM (doses to about 115 µM), without a hit: at the top dose activity, negative = inhibition, hits mostly inhibitors; hit rate 1% among 390,000
#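 Pol iota at 10 nM preincubated 15 min with compounds at room temperature; reaction started with fluorescent substrate, 50 nM final. Fluorescence read kinetically at 0 and 10 min; buffer-only wells as negative control.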
# Pol beta inh = blocks human DNA polymerase beta activity | P06746 | Pol beta primer extension/strand displacement, fluorescence kinetic | Potency, µM (series often up to 114 µM), without a hit: at the highest dose activity change, negative = inhibition, usual class: inhibitors | hit rate 1.3% among 340,000; further: on the % scale 0 is the no-effect control and ±100 the full control effect
#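 Curves were derived by four-parameter Hill fits of normalized qHTS data. The kinetic fluorescent primer-extension read was taken at 0 and 10 min after 50 nM substrate, following a 15 min room-temperature preincubation of 10 nM enzyme with compounds.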
# APEX1 inh = APE1 (human) endonuclease inhibition; P27695; recombinant APE1, TAMRA/BHQ-2 abasic DNA cleavage fluorescence; Potency, µM (highest dose often 65.8 µM), inactives show top-dose activity change, negative = inhibition, usual class: inhibitors; hit rate 0.35% among 350,000; AID 2517;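 further: plate controls were vehicle for no effect and reference inhibitor for full effect; nearly all actives have a fitted effect of over 55% in size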
#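 Step 1: APE1 (0.75 nM) with compound, 15 min RT. Step 2: add 50 nM fluorophore/quencher THF duplex. Step 3: three fluorescence reads 60 s apart (525/598 nm); read 3 minus read 1 = reaction progress.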
# * = called active by the depositor; ? = inconclusive; . = no result given; & = joins results of further samples; ! = not active in a repeat; [ ] = another dose, or the depositor's remark. The call rests on the fitted dose curve; in most records, active means well fitted curve in the direction sought with a large enough effect; inconclusive means small, poorly fitted or top-dose-only effect, or another doubt; inactive means no such curve, though single readings can be large; an effect the other way counts as inactive or inconclusive. Potency means the concentration at half of the fitted maximal effect. An excerpt, so the mix of outcomes need not match the whole.
# The opening four entries as a preview:
SMILES,BAZ2B inh,Anesthetic bind,G9a block,Pol eta inh,POLK inh,BLM helicase inh,POLI inh,Pol beta inh,APEX1 inh
OCCN(Cc1ccccc1)CC(O)COc1ccc2c(c1)OCO2 (stereo unspecified),-22%,-4%,-14%,-10%,-7%,-4%,16%,33%,3%
C=CC(C)(C)c1c2occc2c(O)c2ccc(=O)oc12,.,.,.,-13%,-5%,.,31%[activator],.,1%
CC(NS(=O)(=O)OCC(Cl)(Cl)Cl)c1ccc(Br)cc1 (stereo unspecified),4%[57.1 µM],?,.,-23%,-3%,-6%,20%,8%,-2%
O=C(NCc1cccc(F)c1F)C1CCC(=O)N(C2CC2)C1 (stereo unspecified),-1%,-2%,31%,-20%,-35%,2%,-37%,45%,10%

# The whole of this part, repeating the preview:
SMILES,BAZ2B inh,Anesthetic bind,G9a block,Pol eta inh,POLK inh,BLM helicase inh,POLI inh,Pol beta inh,APEX1 inh
OCCN(Cc1ccccc1)CC(O)COc1ccc2c(c1)OCO2 (stereo unspecified),-22%,-4%,-14%,-10%,-7%,-4%,16%,33%,3%
C=CC(C)(C)c1c2occc2c(O)c2ccc(=O)oc12,.,.,.,-13%,-5%,.,31%[activator],.,1%
CC(NS(=O)(=O)OCC(Cl)(Cl)Cl)c1ccc(Br)cc1 (stereo unspecified),4%[57.1 µM],?,.,-23%,-3%,-6%,20%,8%,-2%
O=C(NCc1cccc(F)c1F)C1CCC(=O)N(C2CC2)C1 (stereo unspecified),-1%,-2%,31%,-20%,-35%,2%,-37%,45%,10%
CC[C@@H]1C=C(C(=O)O)[C@H](c2ccc(OC)c(OC)c2)N1S(=O)(=O)c1ccc(C)cc1,.,.,.,2%,-4%,.,-3%,.,4%
Cc1c(C(=O)Nc2ccc(Oc3ccccc3)cc2)sc2nc3n(c(=O)c12)CCC3,-9%,?,-3%[59 µM],-16%,-4%,-10%,0%,5%,-7%
Cc1cccc(N(CC(=O)NC(C)C)C(=O)c2ccc(N3CCCC3)nc2)c1,-8%,-3%,14%[59 µM],-1%,0%,-3%,81%[activator],18%,18%
CC(C)NC(=O)c1ccccc1NC(=O)CN(c1ccc2c(c1)OCO2)S(C)(=O)=O,9%,-7%,-11%[59 µM],-13%,-9%[60.1 µM],-9%,29%,-12%,1%
Cc1ccc(C(=O)c2cc([N+](=O)[O-])ccc2N2CCOCC2)c(C)c1,?,?,-23%,-14%,-5%,-8%,1%,4%,-2%
Cc1ccccc1OCc1ccc(-c2nc(C#N)c(N3CCC(C(N)=O)CC3)o2)o1,?,-6%,10µM*,-7%,-17%,-8%,-12%,?,.
CC(=O)c1ccc(NC(=O)c2nc(-c3ccccc3)n(-c3ccccc3Cl)n2)cc1,2%,-17%,-27%[59 µM],-14%,-4%,-1%,3%,?,.
Cc1ccc(NC(=O)CSc2nnc(COc3ccccc3C)o2)cc1,-34%,-10%,.,-14%,-13%,-6%,54%[activator],25%,6%
C=CCn1c(SCC(=O)N2CCOCC2)nc2c([nH]c3ccccc32)c1=O,-18%,-5%,0%,?,-12%,-5%,24%,0%,35%[activator]
CCCN1C(=O)NC2(O)C(=O)c3ccccc3C12O (stereo unspecified),39%[activator],-7%,28%,-15%,2%,2%,-3%,-1%,2%
Oc1c(Br)cc(/C=N/n2c(-c3ccccc3)n[nH]c2=S)cc1Br,?,0%,1.3µM*,-14%,-11%,-1%,164%[activator],-9%,-22%
COc1ccc(-n2c(SCC(=O)Nc3cccc4ccccc34)nc(O)cc2=O)cc1,-23%,-17%,0%,-20%,?,-25%,?,-15%,1%
O=S(=O)(c1ccc(OCC2CO2)cc1)c1ccc(OCC2CO2)cc1 (stereo unspecified),-3%,0%,.,-8%,-3%,0%,-16%,3%,21%
Cc1csc(NC(=O)CSc2nc(=O)cc(N)n2-c2ccc(F)cc2)n1,-7%,-2%,0%[59 µM],15%,-16%,-1%,3%,18%,1%
Oc1ccc(C(c2nnnn2CCc2ccccc2)N2CCN(c3nc4ccccc4s3)CC2)cc1 (stereo unspecified),-22%,-10%,?,-12%,8%,-11%,-14%,-12%,2%
COc1ccccc1N1CCN(S(=O)(=O)CCNC(=O)C2CCCC2)CC1,13%,.,26%[2.33 µM],-10%,-17%,.,13%,.,-1%
COCCNc1nnc(SCC(=O)Nc2sc3c(c2C(=O)c2ccccc2)CCCC3)s1,?,-12%,45µM*,-18%,-6%,-8%,-9%,4%,-2%
CCOC(=O)CSC1=C(C#N)C(c2ccccc2OC)CC(=O)N1 (stereo unspecified),-16%,-3%,?,-10%,1%,-2%,-3%,2%,6%
CCc1ccc2nc(SCC(=O)Nc3ccccc3N3CCOCC3)c(C#N)cc2c1,-7%,2%,28%[12.7 µM],2%,-18%,-2%,41%[activator],13%,0%
O=C(O)c1ccc(N2CCCCCC2)c(N2C(=O)c3ccccc3C2=O)c1,-12%,0%,-35%[12.7 µM],1%,-8%,1%,4%,?,0%
Cc1cc(C)c(S(=O)(=O)Nc2ccc(OCC(=O)O)cc2)c(C)c1,32%[activator],-6%,-25%,-8%,-6%,-8%,19%,32%,?
CS(=O)(=O)N1CCCC(C(=O)NCCCN2CCN(Cc3ccccc3)CC2)C1 (stereo unspecified),-32%,-9%,?,6%,-11%,2%,18%,11%,4%
CC(C)(C)c1ccc(C(=O)NCCCN2CCN(CCCNC(=O)c3ccc(C(C)(C)C)cc3)CC2)cc1,?,-22%,?,-25%,-10%,-6%,2%,1%,0%
Cc1ccc2onc(CC(=O)N3CCN(c4ccccc4F)CC3)c2c1,3%,-3%,0%[59 µM],-6%,-5%,-3%,-14%,-10%,.
O=C(COC(=O)c1ccccc1Br)NCCc1ccc(F)cc1,2%,-13%,-5%[59 µM],-10%,-7%,-15%,8%,-1%,-6%
Cc1c(Cl)cccc1NC(=O)CN1C(=O)COc2ccc(S(=O)(=O)N3CCCCCC3)cc21,0%,-2%,5%[59 µM],-9%,6%,0%,5%,1%,.
COc1ccc(C2Oc3nc(SC)nnc3-c3ccccc3N2C(C)=O)cc1 (stereo unspecified),-11%,-11%,-4%[59 µM],-12%,-7%,-2%,28%,24%,.
C1COCCNCCOCCOCCN1,26%,-9%,74%[activator][59 µM],3%,-8%,0%,?,3%,5%
COc1ccc(-n2nnnc2SCC(=O)N2CCOCC2)cc1,-4%,-1%,-1%[59 µM],-6%,-9%,2%,-19%,0%,-1%
Fc1ccc(OCCOCCOc2cccc3[nH]ccc23)cc1,-35%,?,-37%,-1%,-11%,-8%,-16%,1%,?
Cc1[nH]c(=S)[nH]c(=O)c1Cc1ccc(OCC(C)C)cc1,3%,2%,16%[0.501 µM],0%,9%,-5%,23%,12%,14%
COc1c(-c2ccc(O)c(O)c2)oc2cc(O)cc(O)c2c1=O,35µM*,-7%,-22%[12.7 µM],8.9µM*,14µM*,11µM*!,?,4.5µM*,?
COC(=O)c1cc(NC(=O)c2cccs2)ccc1N1CCOCC1,-3%,-7%,?,-1%,6%,2%,18%,6%,23%
CC(Sc1nc2ccccc2c(=O)n1C)C(=O)Nc1ccc2c(c1)OCCO2 (stereo unspecified),8%,.,-5%[59 µM],-13%,-5%,.,?,.,10%
CCOC(=O)CSc1nnc(-c2ccncc2)o1,2%,8%,17%[59 µM],-8%,-8%,-1%,5%,1%,3%
COc1cc(Cl)cc2c1Sc1ccccc1/C2=C/CCN(C)C,45µM*,-24%,?,-3%,-20%,39%[activator],0%,-9%,0%
CCc1ccc(OC)c(S(=O)(=O)Nc2ccccc2C)c1,-1%,2%,5%[12.7 µM],-16%,-4%,-5%,30%[activator],-6%,-1%
Cc1cc(C)nc(NC(=O)c2ccc(Br)cc2)n1,-10%,29%,?,?,-24%,-3%,14%,2%,75%
COCCN(CCOC)C(=O)c1cc2c(=O)n3ccccc3nc2s1,-18%,614%[activator],?,-1%,-15%,-6%,64%[activator],42%,-9%
Cc1ccc(-c2nnc(Oc3cccc(C)c3)c3ccccc23)cc1,2%,-2%,8%[59 µM],-3%,-5%,1%,165%[activator],20%,5%
CC(Sc1nc(O)c(-c2ccccc2)c(=O)[nH]1)C(=O)Nc1ccc(Cl)cc1 (stereo unspecified),-33%,-2%,5%[12.7 µM],-22%,-10%,-10%,13%,-27%,-3%
CCN(CC)S(=O)(=O)c1ccc(S(=O)(=O)N2CCN(CCC#N)CC2)cc1,10%,12%,-13%[59 µM],-14%,-4%,7%,-8%,1%,20%
COc1cccc(CNS(=O)(=O)/C=C/c2ccc3c(c2)OCO3)c1,-5%,?,8%[59 µM],-5%,-16%,-8%,12%,3%,-2%
Cc1ccc(N(CC(=O)N2CCc3ccccc32)C2=NC(=O)CS2)cc1,4%,-16%,10%[59 µM],-12%,-1%,-5%,-8%,12%,0%
Cc1occc1-c1nnc(SCC(=O)c2ccc(F)cc2)n1Cc1ccco1,50µM*,0%,10µM*,-16%,-14%,-9%,-6%,-1%,16%
CC(C)(C)OC(=O)NCCC(=O)N/N=C/c1cccc2cccnc12,?,-19%,7%[59 µM],-18%,10%,1%,25%,7%,11%
# Carrying on:
SMILES,BAZ2B inh,Anesthetic bind,G9a block,Pol eta inh,POLK inh,BLM helicase inh,POLI inh,Pol beta inh,APEX1 inh
NC(=O)Cc1ncc(C(F)(F)F)cc1Cl,-1%,-8%,8%,-6%,-7%,-3%,6%,27%,-3%
Cc1ccc(CN(C)c2nc(-c3cccnc3)nc3ccccc23)o1,-22%,-1%,40µM*,-8%,-15%,-6%,?,-15%,21%
Cc1ccc(C(=O)CC2(O)C(=O)N(Cc3ccc4c(c3)OCO4)c3ccccc32)cc1 (stereo unspecified),.,14µM*,5%[59 µM],-12%,-13%,-7%,15%,-11%,1%
O=C(CSc1nnnn1C1CCCCC1)NCc1cccs1,6%,-3%,24%[0.501 µM],-1%,-14%,-6%,6%,7%,-3%
COC(=O)[C@H](Cc1ccccc1)NC(=O)[C@@H](N)CC(=O)O,.,.,-8%[12.7 µM],-5%,-5%,1%,-2%,.,3%&-3%
C[C@H]1COC(=O)O1,.,-9%,.,.,11%[60.1 µM],3%,.,.,0%
NS(=O)(=O)c1ccc(NC(=O)CCCC(=O)O)cc1,-19%,-2%,-1%,-9%,-11%,0%,0%,1%,?

# Bioassay records (PubChem)
